# Screening data: PubChem BioAssay, several laboratories
# TRPC6 inhibitor = inhibitors of mouse TRPC6 channel; Q61143; HEK293-TRPC6, membrane potential dye, ACh-evoked depolarization; active compounds read low; B-score at 10 µM; hit rate 1.1% among 310,000;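 active = B-score under library mean minus 3 SD, initial fluorescence not abnormally high, positive integrated signal ratio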;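 also: B-score derived from integrated fluorescence ratio over the kinetic read; more negative B-score means stronger inhibition of depolarization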
# MrgX1 ag = human MrgX1 receptor agonism, primary screen; Q96LB2; MrgX1-HEK293 cells, Fluo-4 calcium fluorescence, agonist mode; active compounds read high; B-score at 10 µM; hit rate 0.44% among 310,000; AID 588627;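 active = calcium response B-score plate-corrected fluorescence ratio at least 3 library SD, with starting fluorescence B-score inside 5 SD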
# Target sequence (Q96LB2 whole entry, looked up): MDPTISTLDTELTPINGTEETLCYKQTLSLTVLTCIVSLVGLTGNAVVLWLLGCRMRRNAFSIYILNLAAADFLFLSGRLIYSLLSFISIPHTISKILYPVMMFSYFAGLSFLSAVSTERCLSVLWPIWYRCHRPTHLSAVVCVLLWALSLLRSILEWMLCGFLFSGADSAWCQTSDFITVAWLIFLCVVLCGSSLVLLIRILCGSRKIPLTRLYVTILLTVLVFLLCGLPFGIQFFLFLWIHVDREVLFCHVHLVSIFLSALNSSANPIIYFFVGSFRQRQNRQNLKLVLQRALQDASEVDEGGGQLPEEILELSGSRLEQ
#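 System – MrgX1-expressing HEK293 cells · Incubation – cells plated overnight, dye loaded 0.5 h 37 °C, 0.5 h room temperature · Technique – kinetic Fluo-4 NW fluorescence of intracellular calcium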
# MrgX1 allo act = human MrgX1 positive allosteric modulation, primary screen; MrgX1-HEK293, Fluo-4 calcium flux, FDSS; active compounds read high; AID 588675; Q96LB2; hit rate 0.63% among 310,000; B-score at 10 µM;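 active = plate-corrected calcium response at least 3 library SD above typical, normal starting fluorescence, not activating the receptor alone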;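 also: compound read alongside a low EC10 to EC30 dose of BAM8-22 agonist; peak minus trough fluorescence over baseline measured at the second addition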
# TRPC6 act = mouse TRPC6 channel activation | HEK293-TRPC6 membrane potential dye fluorescence; active compounds read high | B-score at 10 µM | Q61143 | AID 2550 | hit rate 0.13% among 310,000;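 active = B-score of the integrated fluorescence ratio above library mean plus 3 SD, and starting fluorescence ratio within library mean plus 5 SD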;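 also: higher score means more depolarization so channel activation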
# RGS4 act = RGS4 potentiation or activation. B-score at 10 µM. hit rate 0.92% among 310,000. HEK293 M3R/inducible RGS4, carbachol calcium flux Fluo4; active compounds read low. AID 463111;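 active = B-score of the integrated calcium signal more than 4 SD below the library mean, with starting fluorescence not abnormally high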;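 also: negative B-score means reduced calcium response which marks RGS4 activation or potentiation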
#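 Material: M3R-expressing HEK293 line, RGS4 induced by doxycycline | Schedule: Overnight RGS4 induction, 30 min dye load 37 °C, 20 min compound RT | Measured by: Fluo4 fluorescence kinetic imaging of calcium | Read-out: Integrated calcium ratio converted to B score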
# TRPC4 block = inhibitors of mouse TRPC4 channel; B-score at 10 µM; hit rate 0.39% among 300,000; Q9QUQ5; AID 2247; HEK293 TRPC4beta/mu-opioid, DAMGO-evoked Fluo4 calcium flux; active compounds read low;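 active = B-score over 3 SD under the library average, no early fluorescence shift, positive overall ratio signal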
#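 Assay system: HEK293 cells with stable TRPC4beta plus mu-opioid receptor expression. Dosing: single dose. Measured by: Fluo4 Ca2+ flux fluorescence. Also added: DAMGO in two steps, submaximal then maximal. Read-out: B score from integrated Fluo4 fluorescence ratio.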
# HIF act = HIF pathway transcriptional activation | U2OS HRE-luciferase reporter, luminescence; normalized: DMSO 0%, desferrioxamine 100% | activation, % at 7.5 µM (by protocol) | hit rate 0.32% among 300,000 | AID 1910;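 active = mean activation of at least 10% of the iron chelator positive control signal, with at least half of replicates also reaching 10%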
# RGS4 block = human RGS4 inhibition; hit rate 0.45% among 310,000; AID 463165; HEK293 M3R/RGS4 inducible, Fluo-4 calcium flux; active compounds read high; triggered by carbachol at its EC20; B-score at 10 µM; P49798;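 active = B-score, a plate-corrected calcium signal, over three deviations above library mean, with baseline fluorescence within five deviations of library mean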;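 also: RGS4 expression induced by doxycycline in cells with stable M3 receptor; B-score is computed from the integrated fluorescence ratio over baseline after carbachol; higher B-score means a larger calcium signal and so more RGS4 inhibition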
# Target sequence (P49798 whole entry, looked up): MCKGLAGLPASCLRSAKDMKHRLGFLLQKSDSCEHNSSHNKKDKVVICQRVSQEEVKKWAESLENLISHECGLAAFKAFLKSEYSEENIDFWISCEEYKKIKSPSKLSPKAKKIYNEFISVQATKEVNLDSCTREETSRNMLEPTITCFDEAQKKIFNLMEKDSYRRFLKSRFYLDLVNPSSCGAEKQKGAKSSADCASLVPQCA
# Platelet DG rel = platelet dense granule release activity | human platelet-rich plasma, SFLLRN dense granule ATP release, luminescence | inhibition, %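 (compounds screened at 7.5 µM in platelet-rich plasma)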 | hit rate 0.22% among 300,000 | AID 1663;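 active = mean replicate score, as percent of positive control, at or above 50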
# MrgX1 antagonist = blocks BAM8-22 activation of human MrgX1 receptor | B-score at 10 µM | MRGX1-HEK293 calcium flux, Fluo-4, BAM8-22 antagonism; active compounds read low | Q96LB2 | AID 588676 | hit rate 1.3% among 310,000;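 active = calcium-response B-score plate-corrected more than 3 library SD below zero, starting fluorescence within 5 deviations, no agonist response on first addition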;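 also: peak minus trough fluorescence over baseline after final BAM8-22 challenge near maximal dose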
# SKKanGAS inh = SKKanGAS growth inhibition; S. pyogenes SKKanGAS, kanamycin growth, BacTiter-Glo, 6 h; inhibition, % at 7.5 µM; hit rate 1.3% among 300,000; AID 1662;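 active = mean replicate score, as percent of positive control median, at least 50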;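 also: strain carries kanamycin resistance gene driven by streptokinase promoter and grows in 40 µg/ml kanamycin; loss of luminescence reflects streptokinase promoter inhibition or plain growth inhibition; 0% = median of DMSO wells and 100% = positive control at its reference dose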
# The depositor's hits bear a star; i = inactive; / = no result given.
SMILES,TRPC6 inhibitor,MrgX1 ag,MrgX1 allo act,TRPC6 act,RGS4 act,TRPC4 block,HIF act,RGS4 block,Platelet DG rel,MrgX1 antagonist,SKKanGAS inh
COCCOC(=O)/C(C#N)=C/c1cn(Cc2ccccc2)nc1-c1cccnc1,i,i,i,i,i,i,0.0,i,0.6,i,-3.2
COc1ccc(CN(C)C(=O)c2ccccc2Sc2ccccc2C#N)cc1OC,i,i,i,i,i,i,-0.7,i,1.3,i,2.7
CCCc1cc(=O)oc2cc(C)cc(OC(C)C(=O)NCc3cccnc3)c12 (configuration not stated),i,i,i,i,i,i,-0.6,i,-11.2,i,-1.9
O=C(NC1CC(=O)N(c2ccc3c(c2)OCCO3)C1)N1CCCCC1 (configuration not stated),i,i,i,i,i,i,-0.4,i,19.7,i,-11.6
COc1ccc(-c2nc3cc(C)ccn3c2NC(=O)c2ccccc2OC)cc1,i,i,i,i,i,i,1.7,i,-5.9,i,13.8
C#CCN1CC(C)/C(=N/O)CC1C (configuration not stated),i,i,i,i,i,i,-0.6,i,11.2,i,-3.0
COc1ccc(-c2csc(NC(=O)C3CCN(C(=O)c4ccc(F)cc4)CC3)n2)cc1OC,i,i,i,i,i,i,-0.2,i,-2.2,i,11.2
CCN(CC)CCCn1c2c(c(SCC(=O)N3CCCc4ccccc43)nc1=O)CCC2,i,i,i,i,i,i,0.2,i,-5.0,i,-2.6
Cc1nnc(NC(=O)CSc2nc3c(c(=O)n2CCc2ccccc2)SC(C)C3)s1 (configuration not stated),i,i,i,i,i,i,-0.3,i,-0.4,i,0.8
O=C(NCc1ccc(F)cc1)c1nc(-c2cccs2)no1,i,i,i,i,i,i,0.5,i,3.4,i,-2.9
COc1ccccc1OCC(=O)NCCSCc1ccc(Cl)cc1,i,i,i,i,i,i,0.0,i,1.4,i,-1.0
CCOC(=O)N1CCC(N2Cc3cccc(C(=O)Nc4ccc(N(CC)CC)cc4C)c3C2=O)CC1,i,i,i,i,i,i,-0.7,i,-2.1,i,14.4
O=c1[nH][nH]c(C(F)(F)F)c1/C=N/N1CCOCC1,i,i,i,i,i,i,-0.4,i,-2.3,i,3.3
COc1ccc(Cl)cc1NC(=O)CN(C)C(=O)CN1C(=O)NC2(CCCC2)C1=O,i,i,i,i,i,i,-63.8,i,-8.4,i,14.3
Cc1c(N2C(=O)/C(=C/c3cccc4ccccc34)SC2=S)c(=O)n(-c2ccccc2)n1C,i,i,i,i,i,i,-0.3,i,-4.6,i,9.6
Cc1cccc(C(=O)Nc2nsc(N)n2)c1,i,i,i,i,i,i,0.0,i,15.0,i,1.6
COC(=O)c1c(NC(NC(=O)C(C)(C)C)C(Cl)(Cl)Cl)sc2c1CCC2 (configuration not stated),i,i,i,i,i,i,-0.8,i,-2.4,i,59.2*
Cc1ccc(NC(=O)c2cc(N3C(=O)CCC3=O)ccc2N2CCOCC2)cc1,i,i,i,i,i,i,-0.4,i,-30.6,i,-8.7
Fc1ccc(Oc2ccnc(Cl)n2)c(Cl)c1,i,i,i,i,i,i,0.6,i,-1.6,i,0.8
Cc1nn(C(=O)Cn2ccc([N+](=O)[O-])n2)c(C)c1Cl,i,i,i,i,i,i,0.3,i,-1.8,i,-2.6

# In a second layout: results already given.
Molecule	TRPC6 inhibitor	MrgX1 ag	MrgX1 allo act	TRPC6 act	RGS4 act	TRPC4 block	HIF act	RGS4 block	Platelet DG rel	MrgX1 antagonist	SKKanGAS inh
C#CCN1CC(C)/C(=N/O)CC1C (configuration not stated)	i	i	i	i	i	i	-0.6	i	11.2	i	-3.0
Cc1nnc(NC(=O)CSc2nc3c(c(=O)n2CCc2ccccc2)SC(C)C3)s1 (configuration not stated)	i	i	i	i	i	i	-0.3	i	-0.4	i	0.8

# Additional structures follow:
SMILES,TRPC6 inhibitor,MrgX1 ag,MrgX1 allo act,TRPC6 act,RGS4 act,TRPC4 block,HIF act,RGS4 block,Platelet DG rel,MrgX1 antagonist,SKKanGAS inh
CNc1cc([N+](=O)[O-])ccc1OCc1ccccc1,i,i,i,i,i,i,0.5,i,8.8,i,6.9
COc1ccc(C(=O)NNC(=O)CSc2nnc(C3CC3)n2C)cc1,i,i,i,i,i,i,0.5,i,0.8,i,-0.5
Cn1c(=O)cc(OCCCC(=O)Nc2ccccn2)c2ccccc21,i,i,i,i,i,i,0.8,i,3.4,i,-7.0
COc1cccc(NC(=O)COC(=O)Cc2ccc(Cl)cc2)c1,i,i,i,i,i,i,/,i,-2.5,i,-10.5
CCO[C@@H]1OC(C(=O)N2CCN(Cc3ccccc3)CC2)=C[C@H](c2coc3ccccc3c2=O)[C@H]1CCCO,i,i,i,i,i,i,-0.1,i,-5.3,i,-1.8
CCC(C)(C)n1nnnc1C(c1ccc2ncccc2c1)N1CCN2CCCC2C1 (configuration not stated),i,i,i,i,i,i,-0.3,i,-7.4,i,3.1
COc1ccc(C(=O)Nc2nc3ccc(S(C)(=O)=O)cc3s2)cc1,i,i,i,i,i,i,1.6,i,8.5,i,-1.6
Cc1sc(N)nc1-c1ccc2c(c1)OCCO2,i,i,i,i,i,i,0.1,i,5.0,i,9.6
O=S(=O)(c1ccc2c(c1)OCCO2)N1CCc2ccccc21,i,i,i,i,i,i,-0.2,i,3.6,i,12.6
Cc1c(Cl)c(C(F)(F)F)nn1CC(=O)NN,i,i,i,i,i,i,-0.2,i,2.5,i,6.9
CC(C)N(C(=S)Nc1cccc(C(F)(F)F)c1)C(C)c1ccccn1 (configuration not stated),i,i,i,i,i,i,-0.2,i,2.3,-9.46*,-2.6
O=C(NCCNC(=O)c1ccccc1Br)c1cccnc1,i,i,i,i,i,i,-0.2,i,-0.7,i,-2.7
CCC(C)NC(=O)c1ccc(CS(=O)(=O)c2ccc(OC)cc2)o1 (configuration not stated),i,i,i,i,i,i,-0.4,i,2.4,i,-17.0
C/C(=N\NC(=O)c1nnn(-c2nonc2N)c1CSc1ccc(Cl)cc1)c1ccco1,i,i,i,i,i,i,-0.4,i,0.9,i,-0.2
O=C(N=C1SC2CS(=O)(=O)CC2N1c1ccc(Cl)c(Cl)c1)C1CCCO1 (configuration not stated),i,i,i,i,i,i,0.5,i,-1.0,i,0.2
COc1cc(CN2CCN(CC3CC3)CC2CCO)cc(OC)c1 (configuration not stated),i,i,i,i,i,i,0.7,i,-0.9,i,-4.0
COc1ccc(C(=O)C2CCCN(S(=O)(=O)c3ccccc3F)C2)c(C)c1 (configuration not stated),i,i,i,i,i,i,0.0,i,-6.8,i,-2.9
COc1cc(NC(=O)N[C@@H](Cc2c[nH]c3ccccc23)C(=O)O)c(C(=O)O)cc1OC,i,i,i,i,i,i,-0.3,i,-5.2,i,3.8
Cc1ccccc1NS(=O)(=O)c1cc(C(=O)N2CCCC2)ccc1Cl,i,i,i,i,i,i,-0.4,i,-2.6,i,3.9
Cc1ccc2c(cnn2C(=O)CCC(=O)NCc2cccc(Br)c2)c1,i,i,i,i,i,i,-0.3,i,-5.4,i,1.0
OCCC1CN(Cc2cnc(N3CCCC3)s2)CCN1C1CCCC1 (configuration not stated),i,i,i,i,-7.86*,i,0.2,i,-9.1,i,0.8
O=C(Nc1cccc(-c2cn3cccnc3n2)c1)c1cccs1,i,i,i,i,i,i,0.4,i,14.5,i,-4.7
S=C(NCCc1ccccc1)Nc1cccc2cnccc12,i,i,i,i,i,i,-0.4,i,7.4,i,2.8
OCCNCCCCCOc1ccc(F)cc1,i,i,i,i,i,i,0.0,i,-7.8,i,-1.0
O=C1C(=O)N(c2ccccc2)C(c2ccccc2[N+](=O)[O-])/C1=C(\O)c1ccccc1 (configuration not stated),i,i,i,i,i,i,2.0,i,-2.9,i,3.8
Cc1ccc(Cc2cnc(NC(=O)c3ccco3)s2)cc1,i,i,i,i,i,i,0.0,i,4.5,i,27.6
CCOc1ccc(/C=C2/Sc3ccc(C(=O)N4CCN(C(=O)c5ccco5)CC4)cc3N(C)C2=O)cc1OC,i,i,i,i,i,i,-0.3,i,-2.3,i,66.6*
COCCNC(=O)c1cc(S(=O)(=O)N2CCCCC2)ccc1N1CCOCC1,i,i,i,i,i,i,-0.4,i,-6.1,i,-4.6
Cc1ccc(C)c(-n2c(SCC(=O)N3CCC(C(=O)O)CC3)nnc2-c2cccc(Cl)c2)c1,i,i,i,i,i,i,0.1,i,5.5,i,0.0
CCOC(=O)C1CCCN(C(=S)Nc2ccc(F)cc2)C1 (configuration not stated),i,i,i,i,i,i,-0.5,i,-7.3,i,-0.3
O=C(CN1c2ccccc2S(=O)(=O)c2ccccc21)NCc1ccc(F)cc1,i,i,i,i,i,i,-0.2,i,0.4,i,-2.4
COC(=O)c1ccc(C)c(NC(=O)CN2C(=O)c3ccccc3S2(=O)=O)c1,i,i,i,i,i,i,0.3,i,8.0,i,1.8
CCCC(c1nnnn1CCOC)N1CCN(Cc2ccccc2)CC1 (configuration not stated),i,i,i,i,i,i,-0.7,i,-1.7,i,5.1
COc1ccc(OC)c(NC(=O)CSc2nnc(Cc3cccn3C)n2CCc2ccccc2)c1,i,i,i,i,i,i,-0.3,i,-2.2,i,-1.5
O=C(COC(=O)/C=C/c1cccc(C(F)(F)F)c1)NC(c1ccccc1)c1ccccc1,i,i,i,i,i,i,-1.8,i,-4.6,i,-0.2
O=C(O)/C=C/C(=O)NCCCc1ccccc1,i,i,i,i,i,i,-0.5,i,-8.6,i,2.4
CC(=O)Oc1ccc2occ(-c3ccccc3)c2c1,i,i,i,i,i,i,4.5,i,-1.4,i,5.8
CCOC(=O)C1CCN(S(=O)(=O)c2ccc(OC)c(C(=O)N3CCCCCC3)c2)CC1,i,i,i,i,i,i,0.5,i,12.5,i,-4.0
N/C(Cc1ccc([N+](=O)[O-])cc1)=N\OC(=O)COc1ccccc1Cl,i,i,i,i,i,i,0.1,i,1.5,i,-0.9
O=S(=O)(NCC1CCCO1)c1cnc(Cl)c(Br)c1 (configuration not stated),i,i,i,i,i,i,-0.3,i,-4.7,i,2.6
COc1cc(C(=O)N2CCN(CCCc3ccccc3)CC2)cc(OC)c1OC,i,i,i,i,i,i,0.6,i,12.2,i,2.7
Clc1nc2ccccc2cc1-c1nnn(-c2ccccc2)n1,i,i,i,i,i,i,2.3,i,0.6,i,-4.4
CC(Oc1ccccc1)C(=O)Nc1nnc(C2CCCCC2)s1 (configuration not stated),i,i,i,i,i,i,0.8,i,0.9,i,3.0
